Screening data (PubChem BioAssay)
CBFb RUNX1 block – qHTS Assay for Compounds Blocking the Interaction Between CBF-beta and RUNX1 for the Treatment of Acute Myeloid Leukemia. Runt-related transcription factor 1 (Homo sapiens) + Core-binding factor subunit beta …. AlphaScreen CBFb-His/RUNX1-biotin binding, biochemical. Potency, µM (highest dose often 59.8 µM), for the others: at the top dose activity, negative = inhibition, actives largely listed as inhibitors. 230,000 tested, under 10 active. AID 1477, 2009; also: % of control where 0% means no effect
Target sequence (Q01196 whole entry, looked up): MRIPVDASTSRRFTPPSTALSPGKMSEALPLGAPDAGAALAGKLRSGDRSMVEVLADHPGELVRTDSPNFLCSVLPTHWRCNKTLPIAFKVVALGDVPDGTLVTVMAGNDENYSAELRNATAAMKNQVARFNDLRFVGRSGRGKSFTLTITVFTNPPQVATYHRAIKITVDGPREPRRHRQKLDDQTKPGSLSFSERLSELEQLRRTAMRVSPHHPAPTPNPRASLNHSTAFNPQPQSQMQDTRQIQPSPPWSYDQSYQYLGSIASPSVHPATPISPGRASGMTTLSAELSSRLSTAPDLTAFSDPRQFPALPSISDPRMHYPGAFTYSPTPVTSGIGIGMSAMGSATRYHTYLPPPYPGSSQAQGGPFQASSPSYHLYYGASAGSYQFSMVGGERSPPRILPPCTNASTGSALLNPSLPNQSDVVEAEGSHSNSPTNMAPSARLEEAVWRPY
Target sequence (Q13951 whole entry, looked up): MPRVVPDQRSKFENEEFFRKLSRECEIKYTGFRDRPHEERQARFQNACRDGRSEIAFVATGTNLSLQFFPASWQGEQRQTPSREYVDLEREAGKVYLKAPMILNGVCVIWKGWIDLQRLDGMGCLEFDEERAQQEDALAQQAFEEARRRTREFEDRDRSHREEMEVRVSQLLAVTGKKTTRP
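Compounds were screened at multiple concentrations against a preformed CBF-beta(His)/RUNX1(biotin) complex (30 nM of each) for 15 min at room temperature, followed by 90 min with nickel and streptavidin beads and AlphaScreen reading.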
IMPase Li cell – qHTS Assay for Identifying the Cell-Membrane Permeable IMPase Inhibitors: Potentiation with Lithium | CHO-M1 cells, IP1 TR-FRET (IP-One), carbachol + lithium | Potency, µM (highest dose often 59.4 µM), inactives show at the top dose activity, negative = IMPase inhibition, usual class: inhibitors | 0.35% of 210,000 active;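 also: IP1 builds up when IMPase is blocked and the TR-FRET signal falls; potency is read from the fitted curve at half-maximal effect; plate controls were basal vehicle for no effect and high inhibitor control for full effect; nearly all actives have a fitted effect of over 50% in size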
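Concentration–response in CHO-M1 cells, lithium-potentiated; 30 min at 37C. IP1 detected by competitive TR-FRET after 10 min lysis at RT. Hill-fitted AC50.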
Lamin A splicing – qHTS Assay for Modulators of Lamin A Splicing. HeLa LMNA splicing GFP/RFP minigene ratio, 48 h. Potency, µM (top dose mostly 46.1 µM), inactives show at the top dose ratio change, negative = inhibition, usual class: inhibitors. 0.01% of 200,000 active; active = well fitted inhibition curve with a large enough effect in the signal ratio, with a control signal flat, not every such curve was filed as active; inconclusive = small, poorly fitted or top-dose-only effect, or effect the other way, or a change in a side signal; the % refers to the signal ratio; also: potency is read from the fitted curve at half-maximal effect; % is scaled to controls: 0 for no effect and ±100 for the full control effect
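S3 HeLa cells stably expressing lamin A-EGFP splicing minigene plus DsRed2, 600 cells/well, 48 h compound exposure at 37C. Laser-scanning cytometry; analysed as GFP (500-530 nm)/RFP (575-640 nm) total intensity ratio; 0.5% DMSO vehicle.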
HTT ATP protect – qHTS Multiplex Assay to Identify Dual Action Probes in a Cell Model of Huntington: Cytoprotection (ATP). 0.14% of 230,000 active. Potency, µM (highest dose often 56.4 µM), inactives show cytoprotection (ATP increase), hits mostly activators. PC12 HTT-Q103 induced, cytoprotection, ATP luminescence, 40 h;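 also: potency is read from the fitted curve at half-maximal effect; % of control where 0% means no effect; nearly all actives have a fitted effect of over 45% in size; toxic huntingtin expression switched on by the ecdysone agonist tebufenozide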
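Compounds added alongside 100 nM tebufenozide, which induces toxic Q103 huntingtin exon 1-GFP in stable PC12 cells; surviving cells quantified by luminescent ATP measurement. Medium: phenol red-free DMEM, 5% equine and 5% calf serum.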
HttQ103 aggreg – qHTS Multiplex Assay to Identify Dual Action Probes in a Cell Model of Huntington: Aggregate Formation (GFP). PC12 HttQ103-GFP aggregates, Acumen cytometry, 40 h. Potency, µM (highest dose often 46.1 µM), without a hit: at the top dose activity change, negative = inhibition, hits mostly inhibitors. 1.1% of 220,000 active; also: potency is read from the fitted curve at half-maximal effect; % is scaled to controls: 0 for no effect and ±100 for the full control effect; nearly all actives have a fitted effect of over 60% in size
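Inducible Q103 Huntingtin exon 1–GFP PC12 line, 1500 cells/well in phenol red free DMEM with 5% equine and 5% calf serum. Tebufenozide 100 nM induced expression; compounds titrated; aggregates quantified by cytometry.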
SMN2 splice up – qHTS Assay for Enhancers of SMN2 Splice Variant Expression; 2.8% of 210,000 active; HEK293 SMN2-luciferase splicing reporter, luminescence, 30-36 h; Potency, µM (top dose mostly 46.1 µM), without a hit: top-dose activity change, positive = activation, hits mostly activators; also: potency is read from the fitted curve at half-maximal effect; % of control where 0% means no effect; nearly all actives have a fitted effect of over 55% in size
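HEK293 cells carry an SMN2 minigene-luciferase reporter in which exon 7 inclusion puts luciferase in frame. Cells were seeded at 2000 cells/well, attached for 10-12 hours, then exposed to compounds for 30-36 hours at 37C before ONE-Glo luminescence.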
KinaseGlo FLuc – Counterscreen for Luciferase (Kinase-Glo TM) Inhibition; Luciferin 4-monooxygenase (Photuris pensylvanica), Q27757; Kinase-Glo luciferase, ATP luminescence, 8 min; Potency, µM (series often up to 38.3 µM), inactives show at the top dose activity change, negative = inhibition, usual class: inhibitors; 0.28% of 200,000 active; AID 1379, 2008; also: potency is read from the fitted curve at half-maximal effect; % is scaled to controls: 0 for no effect and ±100 for the full control effect; nearly all actives have a fitted effect of over 60% in size
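Inhibition of Kinase-Glo luciferase light generation was assessed at 10 uM ATP in pH 7.2 imidazole buffer, with luminescence measured after eight minutes at ambient temperature.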
The depositor's hits bear a star; ? = inconclusive; . = no result given; & = joins results of further samples; [ ] = dose if it differs, or a comment. Unless noted, calls follow the shape of the dose curve; as a rule, active = well fitted curve in the direction sought with a large enough effect; inconclusive = small, poorly fitted or top-dose-only effect, or another doubt; inactive = no such curve, though single readings can be large; an effect the other way counts as inactive or inconclusive.

SMILES	CBFb RUNX1 block	IMPase Li cell	Lamin A splicing	HTT ATP protect	HttQ103 aggreg	SMN2 splice up	KinaseGlo FLuc
CNc1nc(N/N=C/c2cc3c(cc2[N+](=O)[O-])OCO3)nc(Nc2ccccc2)n1	?	-6.9%	.	-198.0%[inhibitor]	-28.7%	-109.2%[inhibitor]	-0.2%
COC(=O)c1[nH]c2cc(C)ccc2c1NC(=O)CN1CCOCC1	1.0%	.	.	6.2%[10 µM]	-3.2%[9.22 µM]	.	.
COc1cccc(-n2nnnc2SCC(=O)Nc2nc3c(s2)CCCC3)c1	-4.5%	24.8%	?	27.3%[10 µM]	-10.2%	-82.4%[inhibitor]	-3.0%
CC(=O)c1sc(C(=O)O)c(-c2ccco2)c1-c1ccco1	-3.6%	.	.	-4.2%[10 µM]	-4.5%[9.22 µM]	.	.
O=C(c1n[nH]c(=O)c2ccccc12)N1CCN(c2ccc(F)cc2)CC1	7.8%	-4.2%[38.3 µM]	0.8%	-8.7%[10 µM]	-14.2%	-14.4%	1.6%
COc1cc(OC)cc(C(=O)Nc2cccnc2)c1	-12.2%	-5.0%	24.6%[46 µM]	-17.7%	22.7%	3.2%	-15.1%
O=c1c2ccccc2nc2n1CCc1c-2[nH]c2ccccc12	8.5%&23.4%	3.8%&8.1%	?	-12.8%[1.9 µM]	.	7.94µM*	-6.9%
O=C(c1cc([N+](=O)[O-])ccc1N1CCCCC1)N1CCCCC1	8.7%	9.3%[38.3 µM]	-8.1%	-11.9%	6.2%	-15.7%	-1.0%
CCc1cc2c(N=Nc3c(O)[nH]c4ccccc34)ncnc2s1	-0.1%	-4.8%	-11.4%	9.8%[10 µM]	0.3%	24.0%	-1.3%
COc1ccc(C2CC(=O)Oc3cc(C)cc(C)c32)cc1 (configuration not stated)	18.2%[89.1 µM]	13.9%	.	-9.7%	.	.	1.8%[39.9 µM]
COc1ccc(CCC(=O)NCc2cn3ccc(C)cc3n2)cc1	-4.3%	2.6%	.	0.9%[10 µM]	-21.8%[9.22 µM]	.	.
COc1ccc(C(=O)NC(CC(=O)O)c2cc([N+](=O)[O-])ccc2Cl)cc1 (configuration not stated)	2.3%	-1.4%	4.2%[9.22 µM]	-27.0%	-17.1%	-36.3%	7.9%
C=CCNC(=O)CCNS(=O)(=O)c1ccc(Br)cc1	5.8%	.	-4.6%	6.6%	-5.7%	.	.
CCOC(=O)c1c(NC(=O)CSc2nnnn2-c2ccc3c(c2)OCCO3)sc(C)c1C	0.5%	4.9%[38.3 µM]	0.2%	-21.6%	-23.8%	-18.4%	-1.4%
CN(C)c1ccc(-c2nc(NCc3cccnc3)c3ccccc3n2)cc1	.	?	?	-108.4%[inhibitor]	.	-88.8%[inhibitor]	-13.6%
CSc1ncc(S(=O)(=O)c2ccccc2)c(=O)[nH]1	10.6%	-5.7%	15.9%[9.22 µM]	18.1%	-7.4%	-1.8%	2.5%
O=C(NCCN1CCOCC1)c1ccc(CS(=O)(=O)Cc2ccccc2F)o1	5.4%	1.7%[38.3 µM]	7.7%	?	-6.2%	-9.4%	3.1%
Cc1nnc(N(C)C(=O)c2ccc3c(c2)OCO3)s1	1.6%	6.8%	?	26.7%[10 µM]	6.1%[9.22 µM]	.	-0.6%
O=C(CCCOc1ccc(Cl)cc1)N1CCCCCC1	9.2%	52.5%[activator][38.3 µM]	-16.4%	-2.8%	?	19.8%	14.9%
O=C(c1cccs1)n1nc(-c2ccco2)nc1SCc1ccccc1	-1.6%	32.3%[38.3 µM]	6.9%	-38.9%[inhibitor]	-25.9%	-21.9%	-4.3%
N#Cc1c(NC(=O)CCn2cnc3ccccc3c2=O)oc(-c2ccccc2)c1-c1ccccc1	-13.3%	27.2%[38.3 µM]	?	7.8%[0.074 µM]	?	-42.5%[inhibitor]	-2.3%
O/N=C1\CCC\C1=C/c1ccco1	-6.4%	-4.1%[38.3 µM]	11.8%	-3.5%[10 µM]	14.3%	-1.8%	-2.5%
CCc1ccc(C(=O)NC(=S)Nc2ccc3c(c2)OCCO3)cc1	-25.3%	15.6%	?	19.9%[10 µM]	6.5%	11.2µM*	3.0%
CN1CCN(c2ccc(S(=O)(=O)Nc3ccccc3)cc2[N+](=O)[O-])CC1	-1.5%	22.1%	?	9.5%[1.9 µM]	-4.2%	-68.9%[inhibitor]	2.2%
Cc1[nH]c(=O)[nH]c(=O)c1S(=O)(=O)N1c2ccc(F)cc2CCC1C (configuration not stated)	4.1%	21.7%[38.3 µM]	-7.6%	5.0%[10 µM]	7.1%	1.8%	2.0%
CCCN(CCC)S(=O)(=O)c1ccc(C(=O)Nc2nc(-c3ccccc3)c(C(=O)OCC)s2)cc1	1.9%	.	-9.9%	23.1%[10 µM]	?	.	.
COc1ccc(NC(=O)CC2C(=O)N(c3cccc(OC)c3)C(=O)N2Cc2ccco2)cc1 (configuration not stated)	-3.0%	0.3%	.	-55.8%[inhibitor]	9.8%	41.7%	0.5%
S=C(NCc1ccco1)NC1CCCc2ccccc21 (configuration not stated)	-2.2%	-1.8%	.	?	-7.0%	18.3%	-4.1%
O=C1/C(=C/c2cccc(F)c2)CSc2sccc21	5.6%	8.0%[38.3 µM]	1.3%	-1.4%	11.2%	-0.6%	1.1%
O=C(O)c1cn(Cc2ccccc2)nc1-c1cccnc1	0.8%	-0.9%	16.4%[46 µM]	-5.1%	21.4%	-5.6%	-0.2%
O=C(CCCN1CCC(c2ccccc2)C1)c1ccc2c(c1)OCCO2 (configuration not stated)	1.8%	21.2%[38.3 µM]	1.1%	-4.3%	12.7%	13.0%	-0.2%
CC1(C)CC(=O)C(CC(=O)NC(=O)NCc2ccccc2)=C(O)C1	1.1%	2.9%	5.4%	9.0%[10 µM]	17.2%	-13.6%	2.9%
CCOC(CNC(=O)CCc1c(C)nc2nc(C)nn2c1C)OCC	1.7%	7.4%[38.3 µM]	0.4%	-8.9%	18.1%	1.9%	17.0%
Cc1ccc2c(c1)NC(=O)C(CC(=O)NCCCN1CCCCC1C)O2 (configuration not stated)	-1.4%	18.2%[38.3 µM]	-0.1%	-3.5%	11.9%	0.9%	-5.0%
O=c1cnc2cnc(N3CCNCC3)nc2n1C1CC1	.	-2.1%	-0.6%	27.5%	.	.	.
CCCn1c(=O)c2[nH]c(-c3ccccc3)nc2n(CCC)c1=O	18.4%	-7.2%&2.4%	.	-27.6%&0.1%	.	-0.1%	2.3%
COc1ccc2nc(SCC(=O)NCc3ccc4c(c3)OCO4)[nH]c2c1	7.4%	-9.7%	-2.9%	16.2%[10 µM]	-6.4%	3.9%	-0.1%
CC(=O)NCCC(=O)Nc1ccc(F)cc1C	1.8%	1.0%[38.3 µM]	2.1%	-2.6%	2.9%	-5.7%	-5.9%
O=C(CCC1(C(=O)O)CCC(=O)NC1)NCc1ccccc1 (configuration not stated)	9.1%	7.7%[38.3 µM]	6.4%	-6.0%	12.1%	-9.1%	-6.0%
CCC(=O)Nc1ccc(N2CCOCC2)c(S(=O)(=O)Nc2ccc(OC)cc2)c1	0.1%	-14.9%	-3.6%[46 µM]	-4.8%	-9.5%	24.6%	0.6%
Cc1c(C2C(C#N)=C(N)N(c3ccccc3C#N)C3=C2C(=O)CCC3)cnn1C (configuration not stated)	1.1%	9.6%	-5.0%	-4.8%[0.074 µM]	15.0%	6.5%	1.0%
CC(C)CN(Cc1c(O)ccc2c3c(c(=O)oc12)CCC3)CC(C)C	-0.5%	-30.0%[38.3 µM]	9.7%	-9.9%	-2.2%	-7.1%	-0.2%
c1csc(C(c2nnnn2C2CCCCC2)N2CCN(c3nc4ccccc4s3)CC2)c1 (configuration not stated)	8.9%	5.1%	-14.1%	-14.1%[10 µM]	12.7%	-30.0%	-1.4%
COc1ccc(C)cc1S(=O)(=O)N1CCCC(C(=O)NCC2CCCO2)C1 (configuration not stated)	-2.7%	1.2%[38.3 µM]	1.7%	-1.6%	21.8%	0.5%	9.9%
COCc1cc(C)nc2sc(C(=O)N3CCN(c4ccccc4)CC3)c(N)c12	17.3%	-29.7%[38.3 µM]	-7.9%	8.3%	17.7%	-6.9%	-3.5%

Grouped by structure, the entries above containing a Cl atom.
SMILES	CBFb RUNX1 block	IMPase Li cell	Lamin A splicing	HTT ATP protect	HttQ103 aggreg	SMN2 splice up	KinaseGlo FLuc
COc1ccc(C(=O)NC(CC(=O)O)c2cc([N+](=O)[O-])ccc2Cl)cc1 (configuration not stated)	2.3%	-1.4%	4.2%[9.22 µM]	-27.0%	-17.1%	-36.3%	7.9%
O=C(CCCOc1ccc(Cl)cc1)N1CCCCCC1	9.2%	52.5%[activator][38.3 µM]	-16.4%	-2.8%	?	19.8%	14.9%

Further entries.
SMILES	CBFb RUNX1 block	IMPase Li cell	Lamin A splicing	HTT ATP protect	HttQ103 aggreg	SMN2 splice up	KinaseGlo FLuc
C=C(C)c1cccc(C(C)(C)NC(=O)N2CCC(C)CC2)c1	2.0%	17.6%[38.3 µM]	1.9%	34.9%[10 µM]	-2.3%	-12.9%	-3.8%
CSc1nsc(NC(=O)Cc2ccccc2)n1	-1.1%	34.4%[38.3 µM]	?	-14.2%[0.074 µM]	-29.7%	.	-5.0%
CCOc1ccc(N2C(=O)C(CC(=O)Nc3ccc(F)cc3)N(Cc3ccccn3)C2=S)cc1 (configuration not stated)	-4.0%	1.9%	.	-30.9%	13.6%	-4.5%	1.5%
COc1ccc(CCNc2nc(-c3ccco3)cc(C(F)(F)F)n2)cc1OC	6.1%	5.4%[38.3 µM]	6.4%	-8.1%	-4.3%	-6.9%	-3.1%
Cc1ccc(C(=O)NCC(=O)N/N=C/c2cccs2)cc1C	7.8%	0.2%	.	.	-3.5%	6.1%	3.2%
Cc1cc(/C=C2\C(=N)N3N=C(S(C)(=O)=O)SC3=NC2=O)c(C)n1Cc1ccccc1	?	3.8%	.	-46.3%[inhibitor]	0.1%	-15.1%	-1.5%
CCOC(=O)Cc1csc(N/N=C\c2cccc(Br)c2)n1	-13.5%	-11.7%[38.3 µM]	-0.1%	-8.1%	-0.6%	-1.0%	-2.3%
